# TrxR1 substrate: qHTS Assay for Substrates of Mammalian Selenoprotein Thioredoxin Reductase 1 (TrxR1): qHTS. AID 588456, 2011. purified TrxR1 substrate turnover, NADPH consumption readout. actives 0.01% (n = 390,000). Potency, µM (highest dose often 114 µM), inactives show at the top dose activity change, negative = substrate turnover; note: % is set by controls: 0 for no effect and ±100 for the full control effect; nearly all actives have a fitted effect of over 50% in size
#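 Rat TrxR1, dispensed at 90 nM, was prereduced with 400 uM NADPH (final) for 5 min at ~22 deg C, then incubated with compound 15 min before 400 uM selenite. A first-read NADPH fluorescence drop versus no-compound background flagged substrates.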
# Vif-A3G inh: qHTS for Inhibitors of Vif-A3G Interactions: qHTS. DNA dC->dU-editing enzyme APOBEC-3G (Homo sapiens), Q9HC16. HeLa A3G-eYFP + Vif (tagged APOBEC3G with the HIV-1 protein that degrades it), YFP fluorescence, overnight. Potency, µM (doses to about 46.1 µM), inactives show at the top dose activity, negative = active, actives largely listed as inhibitors. actives 0.076% (n = 410,000). AID 602310, 2012;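 note: % is set by controls: 0 for no effect and ±100 for the full control effect; nearly all actives have a fitted effect of over 60% in size; hits raise eYFP signal because A3G escapes Vif-driven loss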
#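 HeLa cells stably expressing Vif and C-terminally eYFP-tagged A3G, seeded overnight at 37 deg C, then exposed to compound by pintool overnight at 37 deg C. Rise in yellow fluorescence (Ex 488/Em 500-530, Acumen) marks blocked Vif-driven A3G degradation.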
# Vif-APOBEC3F blk: qHTS for Inhibitors of Vif-A3F Interactions: qHTS. actives 0.2% (n = 390,000). Potency, µM (titrated, usually from 46.1 µM), for inactives: top-dose activity, negative = active. AID 602313, 2012. HeLa A3F-eYFP + Vif (tagged APOBEC3F with the HIV-1 protein that degrades it), YFP fluorescence increase; note: % of control where 0% means no effect; nearly all actives have a fitted effect of over 65% in size
#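 HeLa cells stably expressing Vif plus C-terminally eYFP-tagged A3F were seeded, incubated overnight at 37 deg C, dosed with compound, incubated overnight again at 37 deg C. Yellow fluorescence (Ex 488/Em 500-530) reported blocked Vif-mediated A3F-eYFP degradation.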
# IDH1 R132H inh: qHTS for Inhibitors of mutant isocitrate dehydrogenase 1 (IDH1): qHTS. Isocitrate dehydrogenase [NADP] cytoplasmic (Homo sapiens), O75874. IDH1-R132H enzyme, NADPH consumption, diaphorase/resazurin fluorescence. Potency, µM (series often up to 76.6 µM), inactives show at the top dose activity change, negative = inhibition, actives largely listed as inhibitors. actives 0.093% (n = 390,000). AID 602179, 2012; note: % is set by controls: 0 for no effect and ±100 for the full control effect; nearly all actives have a fitted effect of over 65% in size
#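 IDH1-R132H (0.5 ug/mL) preincubated 30 min with compound, then NADPH (0.016 mM) and alpha-KG (2 mM) added; 80 min at RT, pH 7.5. Remaining NADPH coupled via diaphorase/resazurin to fluorescence (540/590 nm); concentration-response curves normalized to no-enzyme control.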
# USP1 inh: Inhibitors of USP1/UAF1: Primary Screen; Ubiquitin carboxyl-terminal hydrolase 1 (Homo sapiens), O94782; recombinant USP1/UAF1, Ub-Rhodamine cleavage fluorescence; Potency, µM (top dose mostly 57.1 µM), for inactives: top-dose activity change, negative = inhibition, actives largely listed as inhibitors; actives 0.23% (n = 390,000); note: % is set by controls: 0 for no effect and ±100 for the full control effect; nearly all actives have a fitted effect of over 60% in size; inactives centre near -12
#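 1 nM enzyme complex + cpd, 15 min RT; start with Ub-Rho 150nM final; kinetic fluorescence ex 480/em 540, 6 reads q60 s. Buffer 50mM HEPES pH 7.8, 0.5mM EDTA, 0.1 mg/ml BSA, 1mM TCEP, 0.01% Tween-20.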
# RXFP1 agonist: qHTS Assay for Agonists of the Relaxin Receptor RXFP1. Relaxin receptor 1 (Homo sapiens), Q9HBX9. HEK293T-RXFP1 cAMP TR-FRET, 30 min; response scale: percent of porcine relaxin response, buffer zero. Potency, µM (series often up to 57.5 µM), inactives show at the top dose activation, most hits filed as activators. actives 0.3% (n = 370,000); note: % is set by controls: 0 for no effect and ±100 for the full control effect; nearly all actives have a fitted effect of over 60% in size; many of its hits are not listed in these tables
# Target sequence (Q9HBX9 whole entry, looked up): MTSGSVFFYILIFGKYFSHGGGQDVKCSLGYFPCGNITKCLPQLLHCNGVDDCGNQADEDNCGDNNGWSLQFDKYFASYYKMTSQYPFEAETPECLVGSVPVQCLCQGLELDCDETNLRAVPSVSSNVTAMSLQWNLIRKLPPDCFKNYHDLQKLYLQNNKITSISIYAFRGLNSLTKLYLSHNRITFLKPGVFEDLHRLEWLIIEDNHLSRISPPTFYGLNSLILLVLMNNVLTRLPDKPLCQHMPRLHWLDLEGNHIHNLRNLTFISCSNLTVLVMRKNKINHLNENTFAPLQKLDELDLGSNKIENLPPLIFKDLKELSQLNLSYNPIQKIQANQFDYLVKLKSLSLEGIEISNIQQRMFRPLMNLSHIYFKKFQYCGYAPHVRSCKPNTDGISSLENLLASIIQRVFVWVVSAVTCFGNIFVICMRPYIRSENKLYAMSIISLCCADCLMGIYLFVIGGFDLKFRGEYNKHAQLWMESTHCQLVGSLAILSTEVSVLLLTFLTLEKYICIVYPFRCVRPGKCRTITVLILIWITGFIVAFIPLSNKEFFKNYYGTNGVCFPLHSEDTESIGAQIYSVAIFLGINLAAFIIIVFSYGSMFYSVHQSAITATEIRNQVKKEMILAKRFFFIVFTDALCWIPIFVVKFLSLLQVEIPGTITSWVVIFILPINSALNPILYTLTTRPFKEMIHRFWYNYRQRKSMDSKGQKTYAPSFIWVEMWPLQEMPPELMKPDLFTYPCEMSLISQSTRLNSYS
#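 HEK293T cells stably expressing RXFP1 were pretreated with the PDE4 inhibitor Ro 20174, exposed to compounds for 30 min at 37C, lysed, and cAMP was read by TR-FRET. Data normalized to buffer (basal) and 29 nM porcine relaxin (100%).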
# rTrxR1 inhibitor: qHTS Assay for Inhibitors of Mammalian Selenoprotein Thioredoxin Reductase 1 (TrxR1): qHTS; Potency, µM (series often up to 114 µM), without a hit: at the top dose activity change, negative = inhibition, most hits filed as inhibitors; Thioredoxin reductase 1, cytoplasmic (Rattus norvegicus), O89049; recombinant rTrxR1, NADPH fluorescence consumption, selenite substrate; actives 1% (n = 390,000); note: % is set by controls: 0 for no effect and ±100 for the full control effect; nearly all actives have a fitted effect of over 65% in size
#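 Rat TrxR1 (90 nM in the dispensed reagent) was pre-reduced with 400 uM NADPH for 5 min at room temperature, then incubated with compound for 15 min. After 400 uM selenite was added, NADPH fluorescence (Ex 340/Em 450 nm) was followed for 8 min.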
# RGS4 inhibitor: Inhibitors of Regulator of G Protein Signaling (RGS) 4: qHTS; Regulator of G-protein signaling 4 (Homo sapiens), P49798; Transcreener GDP fluorescence polarization, RGS4-accelerated GTP hydrolysis; Potency, µM (doses to about 114 µM), inactives show top-dose activity change, negative = inhibition, most hits filed as inhibitors; actives 0.039% (n = 390,000); note: % is set by controls: 0 for no effect and ±100 for the full control effect; nearly all actives have a fitted effect of over 75% in size; some results filed as inactive show a strong effect at the top dose
# Target sequence (P49798 whole entry, looked up): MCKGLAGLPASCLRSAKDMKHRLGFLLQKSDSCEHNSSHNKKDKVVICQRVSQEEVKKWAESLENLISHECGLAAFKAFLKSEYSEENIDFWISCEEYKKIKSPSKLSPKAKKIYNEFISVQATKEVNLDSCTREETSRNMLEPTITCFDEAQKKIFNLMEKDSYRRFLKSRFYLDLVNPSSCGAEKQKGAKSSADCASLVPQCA
#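 MLSMR compounds (23 nl, pin-transferred) preincubated 10 min at room temperature with a 500nM (2x) first reagent, then RGS4 at 900nM (2x) plus Transcreener GDP mix added; fluorescence polarization (620/688 nm) read before and after 90 min at 30 °C.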
# ALOX12 inh: Primary qHTS assay for inhibitors of human arachidonate 12S-lipoxygenase (ALOX12): Round 2 | Polyunsaturated fatty acid lipoxygenase ALOX12 (Homo sapiens), P18054 | purified 12hLO, xylenol orange hydroperoxide absorbance | Potency, µM (doses to about 108 µM), for inactives: at the top dose activity change, negative = inhibition, most hits filed as inhibitors | actives 1.1% (n = 580,000); note: % is set by controls: 0 for no effect and ±100 for the full control effect
#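 Purified human 12hLO (150 nM final) in 25 mM Hepes, 0.01% Triton X-100, pH 7.0 was preincubated 15 min at room temperature with compound. Then 40 uM arachidonic acid was added, 30 min. Hydroperoxide was read by Fe-XO absorbance ratio 573/405 nm.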
# Starred values were filed as active, the others as inactive; ? = inconclusive; nt = no result given; & = joins results of further samples; [ ] = another dose, or the depositor's remark. Calls come from the whole dose curve; as a rule, active = well fitted curve in the direction sought with a large enough effect; inconclusive = small, poorly fitted or top-dose-only effect, or another doubt; inactive = no such curve, though single readings can be large; an effect the other way counts as inactive or inconclusive. Potency is the fitted concentration of half-maximal effect. These rows are one share of the data; the hit share may differ from the screen's.
# Preview, two compounds:
no.	Structure	TrxR1 substrate	Vif-A3G inh	Vif-APOBEC3F blk	IDH1 R132H inh	USP1 inh	RXFP1 agonist	rTrxR1 inhibitor	RGS4 inhibitor	ALOX12 inh
1	CCOC(=O)/C=C1\SCC(=O)N1CC(=O)NC(C)C	-1%	5%	-4%	5%	-4%	0.4%	-9%	-7%	10%
2	CCCCNC(=O)C1CCN(S(=O)(=O)c2ccc3c(ccn3CC)c2)CC1	-7%[57.1 µM]	-1%	-3%	8%	-25%	2.8%	-12%[57.1 µM]	-16%	-12%

# Main list, from the first entry:
no.	Structure	TrxR1 substrate	Vif-A3G inh	Vif-APOBEC3F blk	IDH1 R132H inh	USP1 inh	RXFP1 agonist	rTrxR1 inhibitor	RGS4 inhibitor	ALOX12 inh
1	CCOC(=O)/C=C1\SCC(=O)N1CC(=O)NC(C)C	-1%	5%	-4%	5%	-4%	0.4%	-9%	-7%	10%
2	CCCCNC(=O)C1CCN(S(=O)(=O)c2ccc3c(ccn3CC)c2)CC1	-7%[57.1 µM]	-1%	-3%	8%	-25%	2.8%	-12%[57.1 µM]	-16%	-12%
3	Cc1cc(N2CCN(C)CC2)nc2ccc(NC(=O)c3ccc(Br)o3)cc12	-1%	-1%	6%	2%	-3%	0.0%	0%	13%	51%[activator]
4	CCCCCn1c(CNC(=O)COC)nc2ccccc21	-2%	0%	-12%	2%	-5%	0.2%	9%	-9%[56.9 µM]	-19%
5	O=C(CSc1nc2cc3ccccc3cc2[nH]1)Nc1ccc(F)cc1	-5%&-3%	-3%&-1%	-11%&-4%	0%&1%	-18%&1%	-1.2%&3.8%	7%&26%	5%&12%	-28%&-12%
6	CS(=O)(=O)N(CC(=O)NCCSCc1ccccc1)c1ccc2c(c1)OCO2	4%[57.1 µM]	0%	-12%	13%	-6%	-1.9%	32%[57.1 µM]	-10%	-7%
7	COc1ccc(NC(=S)Nc2cnc3ccccc3c2)c(OC)c1	1%	1%	12%	0%	-16%	2.1%	-4%	4%	0%
8	CCN(CC)C(=O)CSc1nc(O)cc(=O)n1CC	7%	0%	-1%	0%	-16%	2.5%	13%	24%	-17%
9	CC(=O)c1ccc(COC(=O)c2cc3ccccc3oc2=O)cc1	5%	3%	-9%	-4%	-24%	0.2%	5%	-7%	0%
10	CCOC(=O)[C@@H]1CCN(Cc2ccccc2)C[C@H]1c1ccccc1	-5%[57.1 µM]	3%	-10%	5%	-5%	-1.1%	-8%[57.1 µM]	5%	?
11	C#CCOCCOCCOCCNc1nc(N2CCN(C(=O)[C@H](CCCCN)n3cc([C@@H](N)CC(N)=O)nn3)CC2)nc(N2CCN(C(=O)[C@H](CCCCN)n3cc([C@@H](N)CC(N)=O)nn3)CC2)n1	-2%	4%	-3%	3%	7%	nt	-13%	9%	-4%
12	COc1ccc(CCNC(=O)Cn2cnc3sc(C)c(-c4ccc(F)cc4)c3c2=O)cc1OC	-6%[57.1 µM]	3%	9%	1%	-10%	2.1%	11%[57.1 µM]	-8%	-6%
13	CCOc1ccc(N(CC(=O)Nc2ccc(OC)cc2)S(C)(=O)=O)cc1	-11%	-6%	-11%	3%	-16%	0.7%	14%[57.1 µM]	-38%	0%
14	Cc1ccccc1C(=O)Nc1ccnn1C1CCN(CC2CC=CCC2)CC1 (stereo not given)	5%	3%	?	1%	3%	-2.4%	20%	23%	22%
15	CCOc1ccc(C2CC(=O)Nc3c2c(=O)[nH]c2ncnn32)cc1 (stereo not given)	4%	1%	1%	10%	-18%	18%	17%	4%	?
16	COc1ccc2ccc3cccc[n+]3c2c1	927%[activator]	6%	3%	-7%	-11%	nt	-31%	11%	4%
17	CCN(c1ccccc1)S(=O)(=O)c1ccc(NCC2COc3ccccc3O2)nc1 (stereo not given)	-1%	3%	-5%	2%	-13%	-4.9%	16%	16%[56.9 µM]	13%
18	C#CCN1C=CC(=O)[C@@H](O)[C@H]1c1ccccc1Br	-10%	2%	8%	-3%[38.3 µM]	-3%	nt	-10%	0%	-17%
19	O=C(N/C(=C\c1ccccc1)C(=O)N1CCOCC1)c1ccc(Br)o1	-10%	0%	12%	-2%	13%	-0.8%	-4%	20%	3%
20	O=C1N=C(N2CCOCC2)S/C1=C/c1cccs1	-17%	-2%	-21%	1%	-8%	-1.5%	-6%	2%	-21%
21	CCOC(=O)c1ccc(NC(=O)c2cc(C)nc3ccccc23)cc1	4%[57.1 µM]	4%	5%	-2%	-27%	3.6%	3%[57.1 µM]	28%	26%
22	Cc1cc(NC(=O)CSc2nc3cc(Cl)ccc3c(=O)n2Cc2ccco2)no1	4%[57.1 µM]	-1%	-28%	-4%	-8%	10%	-6%[57.1 µM]	-22%	2%
23	O=C(Nc1cccc(C(F)(F)F)c1)C1CCN(c2nnc(-n3cccc3)s2)CC1	2%[57.1 µM]	-4%	-5%	-7%	?	0.3%	35%[57.1 µM]	8%	-23%
24	c1ccc2c(c1)oc1c(NCc3ccc4c(c3)OCO4)ncnc12	4%	-8%	-4%	3%	-25%	3.1%	6%	-41%	nt
25	COc1ccc(C(CC(=O)O)c2cc(OC)c(OC)c(OC)c2)cc1OC (stereo not given)	-5%[57.1 µM]	3%	?	5%	-19%	nt	13%[11.4 µM]	-24%	?
26	Cc1cc(NC(=O)COc2cccc(C)c2C)no1	6%	-3%	-1%	8%	-29%	0.6%	10%	-7%	-30%
27	COc1ccc(NC(=O)CN(C2CCCCC2)S(C)(=O)=O)cc1Cl	10%	-8%	18%	4%	-24%	-0.6%	20%	12%	-24%
28	COc1ccc(CNC(=O)CC(C)CC2=NS(=O)(=O)c3ccccc3N2)cc1 (stereo not given)	3%	4%&1%	-6%&-69%	17%&4%	-24%&8%	-1.0%&-1.5%	12%	22%&0%	-19%&-20%
29	COc1ccc(N2CCN(S(=O)(=O)CCNC(=O)COc3ccccc3F)CC2)cc1	0%[57.1 µM]	7%	-4%	2%	?	0.6%	6%[57.1 µM]	6%	-2%
30	CCOc1ccccc1NC(=O)Nc1nnc(N2CCCC(C)C2)s1 (stereo not given)	-14%	-5%	0%	10%	-10%	-2.7%	-6%	20%	-5%&-2%
31	COc1ccc(CSCC(=O)NN=C2CCN(C)CC2)cc1	-1%[57.1 µM]	-3%	-53%	3%	-21%	1.4%	-1%[57.1 µM]	-11%	11%
32	Cc1ccccc1NS(=O)(=O)c1ccc(C2CNC(=O)C2)cc1 (stereo not given)	10%	3%	0%	3%	2%	1.9%	22%	24%	0%
33	COc1ccccc1N1CCN(c2ncnc3c2c(-c2ccccc2)cn3-c2cccc(Cl)c2)CC1	4%[57.1 µM]	-2%	-8%	-12%	1%	-0.5%	23%[57.1 µM]	25%	?
34	O=[N+]([O-])c1cccc(/C=C/c2ccc3cccc(O)c3n2)c1	-2%	-1%	-1%	5%	-16%	2.8%	1%	-3%	?
35	Cc1noc(C)c1C(=O)NCc1ccco1	-4%	3%	-1%	-3%	-14%	-1.0%	5%	-16%	?
36	C=CCSc1nnc(COc2ccc(=O)n(-c3ccccc3)n2)n1CC	11%[57.1 µM]	2%	1%	-3%	-14%	3.0%	20%[57.1 µM]	?	-8%
37	Cc1ccc2oc(=O)n(Cc3ccccc3)c2c1	6%	-8%	-5%	0%	-17%	-0.6%	17%	4%	19%
38	C#CCSc1nnc(CNS(=O)(=O)c2ccc(Br)cc2)n1C	-1%	-4%	2%	9%	-10%	-0.6%	?	-11%	7%
39	Cc1ccc(N2CCN(c3nc4c(S(=O)(=O)c5ccc(C)c(C)c5)nnn4c4ccccc34)CC2)c(C)c1	4%	-1%	-5%	-15%	5%	2.6%	21%	-2%	-7%
40	COC(=O)CSc1nnc(CNC(=O)c2cccc(C)c2)n1-c1ccccc1OC	-6%	-1%	3%	0%	-7%	0.3%	-1%	0%	3%
41	Cc1cc(=O)[nH]c2ccc(S(=O)(=O)Nc3ccccc3)cc12	0%	2%	12%	15%	-13%	-0.1%	4%	11%	?
42	Cn1c(-c2ccccc2)cnc1NCc1ccc(-c2ccccc2)cc1	2%	?	?	-4%	-24%	0.6%	16%	-14%	?
43	O=C(Nc1ccc(F)cc1)C1CCN(c2nnnn2-c2ccccc2)CC1	-5%	-2%	2%	6%	-23%	0.4%	-12%	-6%	-5%
